# Source: PubChem BioAssay
# ABCB1 inh: human ABCB1 inhibition, ABCG2 as counter-screen; P08183; CCRF-Adr cells, JC-1 efflux, flow cytometry; inhibition, % at 6.6 µM; 0.067% of 190,000 active; AID 1326; in the data active = inhibition above about 40%;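 also: 0% = vehicle and 100% = reference inhibitor; higher value means more JC-1 retained so stronger ABCB1 efflux block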
# ABCG2 block: blocks JC-1 efflux by human ABCG2 transporter; IgMXP3 cells, flow cytometry; Q9UNQ0; 0.1% of 190,000 active; inhibition, % at 6.6 µM;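 active = inhibition above 80%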;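 also: 0% = DMSO and 100% = nicardipine control wells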
# Target sequence (Q9UNQ0 whole entry, looked up): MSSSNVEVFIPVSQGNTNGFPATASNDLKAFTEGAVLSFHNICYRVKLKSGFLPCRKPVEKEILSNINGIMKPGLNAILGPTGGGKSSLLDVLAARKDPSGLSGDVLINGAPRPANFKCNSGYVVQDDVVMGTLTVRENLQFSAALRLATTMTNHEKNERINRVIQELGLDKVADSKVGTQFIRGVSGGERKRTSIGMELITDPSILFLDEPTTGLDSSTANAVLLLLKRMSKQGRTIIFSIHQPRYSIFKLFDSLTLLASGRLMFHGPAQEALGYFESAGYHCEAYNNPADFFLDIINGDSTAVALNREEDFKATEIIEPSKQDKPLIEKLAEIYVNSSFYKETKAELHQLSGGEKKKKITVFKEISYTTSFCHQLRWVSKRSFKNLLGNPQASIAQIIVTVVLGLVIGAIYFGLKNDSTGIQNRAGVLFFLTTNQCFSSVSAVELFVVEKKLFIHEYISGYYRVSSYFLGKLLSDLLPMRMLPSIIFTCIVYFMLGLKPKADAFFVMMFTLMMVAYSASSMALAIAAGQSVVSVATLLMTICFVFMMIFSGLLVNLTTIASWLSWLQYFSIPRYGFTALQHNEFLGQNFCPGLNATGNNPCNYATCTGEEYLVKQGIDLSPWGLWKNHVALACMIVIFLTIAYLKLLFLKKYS
#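 System: two drug-resistant human cell lines, ABCG2 and ABCB1; controls: nicardipine high and DMSO low controls; times: 10 min exposure at 25 °C with rotation, no wash; detection: flow cytometry of retained JC-1 fluorescence; read-out basis: percent efflux inhibition, scaled nicardipine 100% to DMSO 0%; doses: one concentration, 6.6 µM final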
# RGS7-Gao: modulates binding of RGS7 to human Galphao | binding response (% of control), % at 10 µM | AID 1439 | Multiplexed bead flow cytometry; actives lie on both sides | 0.35% of 220,000 active; in the data active = binding response below about 49% or above about 150%; inconclusive = no clear call, values can overlap the other calls; inactive = in between;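 also: fluorescent Galphao held in activated GDP-AlF4 state binding bead-coupled RGS7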
# Bim-Bcl-XL: inhibitors of Bim-Bcl-XL interaction, human. inhibition, % at 10 µM. 0.04% of 190,000 active. Bim peptide-Bcl-XL binding, bead flow cytometry, fluorescence. Q07817
# RGS8-Gao: modulates binding of RGS8 to human Galphao. P09471. multiplexed bead flow cytometry; actives lie on both sides. response (percent of control binding), % at 10 µM. 0.34% of 220,000 active. AID 1423; in the data active = response below about 60% or above about 140%; inactive = in between;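 also: Galphao activated as the GDP aluminium fluoride complex binding bead-coupled RGS8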
# Bfl-1 Bim block: disrupts Bim binding to human Bfl-1 | Q16548 | Bead-based flow cytometry, Bim-Bfl-1 binding inhibition | inhibition, % at 10 µM | 0.12% of 190,000 active;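 also: 0% = wells without compound plus tracer and 100% = blocker peptide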
# RGS4-Gao reg: modulates binding of RGS4 to human Galphao; P09471; Multiplexed bead flow cytometry; actives lie on both sides; binding response (% of control), % at 10 µM; 0.33% of 220,000 active; AID 1415; in the data active = binding response below about 49% or above about 150%; inactive = in between;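 also: fluorescent Galphao activated with aluminum fluoride binding bead-coupled RGS4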
# Bcl-W Bim block: human Bim-Bcl-W interaction inhibition; Q92843; bead-based flow cytometry, Bim peptide-Bcl-W binding; inhibition, % at 10 µM; 0.02% of 190,000 active; AID 952;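 also: 0% = bound tracer without compound and 100% = peptide blocker; higher means less fluorescent Bim peptide bound to Bcl-W beads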
# Target sequence (Q92843 whole entry, looked up): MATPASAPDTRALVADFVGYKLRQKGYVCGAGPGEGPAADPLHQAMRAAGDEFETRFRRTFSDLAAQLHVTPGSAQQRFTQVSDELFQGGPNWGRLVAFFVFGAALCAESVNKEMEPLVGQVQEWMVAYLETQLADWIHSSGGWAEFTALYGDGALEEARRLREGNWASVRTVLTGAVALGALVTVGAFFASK
# Bim-Bcl-2: disrupts Bim peptide binding to human Bcl-2 | P10415 | Bead-based flow cytometry, Bim peptide-Bcl-2 binding | inhibition, % at 10 µM | 0.06% of 190,000 active | AID 950; in the data active = inhibition above about 40%; inconclusive = no clear call, values can overlap the other calls;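 also: 0% = no compound wells with probe peptide and 100% = reference peptide inhibitor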
# GSH bead fluor: compound fluoresces at 488/530 nm on GSH beads; fluorescence (KMESF) at 10 µM; GSH beads flow cytometry, compound fluorescence 488/530 nm; stronger effect = higher value; 0.25% of 190,000 active; AID 1776; in the data active = fluorescence above about 89;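 also: glutathione beads carrying GST-tagged Bcl family fusion proteins plus one bare bead set; values are compound well signal with DMSO vehicle wells as background; inactives centre near 16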
# Bcl-B Bim block: inhibitors of Bim-Bcl-B interaction, human | Q9HD36 | bead-based flow cytometry, Bim peptide-Bcl-B binding | inhibition, % at 10 µM | 0.073% of 190,000 active | AID 951;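 also: 0% = tracer peptide without compound and 100% = reference inhibitor peptide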
# Target sequence (Q9HD36 whole entry, looked up): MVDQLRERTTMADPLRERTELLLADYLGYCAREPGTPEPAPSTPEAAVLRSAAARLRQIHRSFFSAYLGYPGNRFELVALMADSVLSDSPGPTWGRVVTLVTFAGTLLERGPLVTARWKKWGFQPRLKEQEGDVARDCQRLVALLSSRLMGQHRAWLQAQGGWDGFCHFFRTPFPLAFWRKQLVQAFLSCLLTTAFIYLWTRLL
# Active calls of the source: *; ? = inconclusive; . = not tested or not shown. Rule as the data show it, unless noted: active = inhibition above about 40%.
SMILES,ABCB1 inh,ABCG2 block,RGS7-Gao,Bim-Bcl-XL,RGS8-Gao,Bfl-1 Bim block,RGS4-Gao reg,Bcl-W Bim block,Bim-Bcl-2,GSH bead fluor,Bcl-B Bim block
Cc1ccc(CNC(=O)CN2C(=O)C3(OCCCO3)c3ccccc32)cc1,1.0,2.5,98.8,0.0,99.0,0.0,103.0,3.0,0.0,13,0.0
CCc1nc(N)c(C#N)c(-c2ccc(F)cc2)c1C,0.8,2.2,103.0,-1.0,102.2,0.0,103.3,-1.0,-2.0,24,-3.0
COc1cc2oc3ccccc3c2cc1N(CC(=O)N(C)C)S(=O)(=O)c1ccccc1,1.9,8.0,99.9,-5.0,102.3,1.0,101.3,-2.0,-3.0,13,0.0
O=C(CSc1nnc(CNc2ccccc2)o1)N1CCN(C(=O)c2ccco2)CC1,-0.3,0.1,99.9,0.0,101.6,-2.0,103.3,1.0,0.0,10,-1.0
CCOC(=O)C1C(c2cccs2)NC(=O)NC1(O)C(F)(F)F (configuration not stated),0.3,-0.1,96.3,-8.0,99.8,-11.0,102.0,2.0,-5.0,22,-5.0
O=C(NNC(=S)NCc1ccc(Cl)cc1)c1ccc2c(c1)OCO2,-2.5,-4.5,93.2,-4.0,100.8,2.0,91.4,-2.0,-3.0,12,-2.0
NC(=NC1CCCCC1)c1ccc([N+](=O)[O-])cc1,0.5,0.7,103.5,0.0,104.7,1.0,102.1,-1.0,0.0,23,0.0
COc1ccc(Oc2nc(C)cc(C)c2S(C)(=O)=O)cc1,1.2,5.3,99.4,-2.0,98.3,0.0,98.8,-2.0,1.0,19,-2.0
Cc1ccc(C)c(OCCn2cc(/C=C(\C#N)C(=O)NCc3ccco3)c3ccccc32)c1,0.3,-0.6,98.1,-3.0,99.8,0.0,100.3,-4.0,-1.0,8,-3.0
O=C(CNC(=O)c1ccco1)OCC(=O)c1cccc2ccccc12,0.3,-0.6,102.4,-4.0,98.8,-14.0,102.3,-1.0,-10.0,36,-9.0
CCOc1ncccc1C(=O)OCC(=O)c1cccs1,0.4,1.7,88.8,8.0,94.0,-16.0,88.0,-1.0,-8.0,29,-12.0
CCCOc1cccc(-c2nnc(N)s2)c1,0.3,30.9,95.8,-5.0,92.4,-4.0,97.8,-2.0,-4.0,22,-3.0
O=C(Nc1nnc(SCc2ccccn2)s1)C1CC(=O)N(c2ccccc2)C1 (configuration not stated),-0.3,0.0,99.0,40.0*,99.5,34.0,97.5,31.0,28.0,8,35.0
Cc1cc(NC(=O)c2c(Cl)cnn2C)no1,0.8,4.4,110.6,5.0,103.4,-2.0,111.3,0.0,0.0,40,0.0
COc1ccc(C2CC(=O)N(CC(=O)NCC3CCCO3)c3ccccc3S2)cc1OC (configuration not stated),1.1,1.5,104.5,-1.0,104.4,-6.0,106.3,-5.0,-4.0,8,-4.0
COc1ccc2nc(-c3cccc(N)c3)[nH]c2c1,-0.3,-0.6,99.5,0.0,101.3,2.0,104.5,0.0,-11.0,14,4.0
CNC(=O)NC(=O)CSc1ncc(C(F)(F)F)cc1Cl,0.5,3.2,96.3,-2.0,99.8,-9.0,96.2,2.0,-7.0,13,-5.0
CCOC(=O)N1CCC2(CC1)C(C#N)=C(N)Oc1c2c(C)nn1-c1cccc(Cl)c1,0.1,0.1,100.8,4.0,98.7,-11.0,100.9,-1.0,-10.0,33,-7.0
CCCCC(=O)Nc1ncc2c(n1)CC(C)(C)CC2=O,0.7,2.1,107.2,1.0,101.2,-3.0,106.5,3.0,0.0,24,-4.0
CCC(C(=O)NC1CCCCC1)n1c(SCc2ccc(F)cc2)nc2ccncc21 (configuration not stated),0.6,14.2,104.6,-7.0,101.9,-3.0,102.6,-5.0,-2.0,14,-11.0
Cc1cc2c(s1)CCCCC(=O)N2,0.0,2.6,98.6,0.0,98.3,-1.0,98.4,1.0,-3.0,15,-2.0
c1cc(C2CCCCC2)ccc1Oc1nc(N2CCOCC2)nc(N2CCOCC2)n1,7.3,4.5,102.5,-2.0,101.5,-1.0,104.0,-1.0,-3.0,15,-1.0
COc1cccc(CN2C(=O)c3ccccc3C2C(=O)NCC2CCCO2)c1 (configuration not stated),0.5,-1.4,103.6,-4.0,99.4,-14.0,101.6,1.0,-5.0,34,-5.0
CCCc1nc2ccccc2n1CC(O)COc1ccc(NC(C)=O)cc1 (configuration not stated),-0.7,-0.3,104.2,-4.0,100.7,-5.0,99.5,-1.0,-2.0,14,-3.0

# Structures above with a cyano group, in the order listed:
SMILES,ABCB1 inh,ABCG2 block,RGS7-Gao,Bim-Bcl-XL,RGS8-Gao,Bfl-1 Bim block,RGS4-Gao reg,Bcl-W Bim block,Bim-Bcl-2,GSH bead fluor,Bcl-B Bim block
CCc1nc(N)c(C#N)c(-c2ccc(F)cc2)c1C,0.8,2.2,103.0,-1.0,102.2,0.0,103.3,-1.0,-2.0,24,-3.0
Cc1ccc(C)c(OCCn2cc(/C=C(\C#N)C(=O)NCc3ccco3)c3ccccc32)c1,0.3,-0.6,98.1,-3.0,99.8,0.0,100.3,-4.0,-1.0,8,-3.0
CCOC(=O)N1CCC2(CC1)C(C#N)=C(N)Oc1c2c(C)nn1-c1cccc(Cl)c1,0.1,0.1,100.8,4.0,98.7,-11.0,100.9,-1.0,-10.0,33,-7.0

# (listing goes on)
SMILES,ABCB1 inh,ABCG2 block,RGS7-Gao,Bim-Bcl-XL,RGS8-Gao,Bfl-1 Bim block,RGS4-Gao reg,Bcl-W Bim block,Bim-Bcl-2,GSH bead fluor,Bcl-B Bim block
CCSCCOC(=O)C1=C(C)NC(=O)NC1c1cc(OC)ccc1OC (configuration not stated),0.6,3.3,96.7,-3.0,103.8,-5.0,101.1,-3.0,-1.0,8,0.0
O=C(Cn1ccc(C(F)(F)F)n1)Nc1ccc(S(=O)(=O)NCc2ccco2)cc1,0.2,1.4,94.9,-5.0,97.7,-6.0,99.3,-4.0,-5.0,9,-6.0
CC(C)c1ccccc1NC(=O)COC(=O)Cc1ccsc1,0.1,0.5,101.1,-8.0,103.2,-12.0,99.9,-5.0,-7.0,19,-11.0
O=C(Cn1nnc2ccccc21)N/N=C\C=C\c1ccccc1,0.4,1.6,92.2,-2.0,101.9,-3.0,95.2,-1.0,-1.0,21,-3.0
CN(Cc1nc(-c2cccnc2)no1)S(=O)(=O)c1ccc2ccccc2c1,0.7,2.6,96.7,-3.0,95.3,-2.0,91.9,-2.0,-2.0,25,-1.0
COc1ccc(F)cc1C(=O)C1CCCN(Cc2cccn2-c2ccccn2)C1 (configuration not stated),3.8,4.4,94.1,-5.0,102.8,-5.0,103.1,-3.0,-2.0,10,-5.0
COC(=O)Nc1sc2c(c1C(=O)NCc1ccco1)CCCC2,-0.6,34.6,97.0,-9.0,96.8,-16.0,95.9,-2.0,-12.0,33,-9.0
CC(=O)c1ccc(NC(=O)c2noc3c2CCCCC3)cc1,1.7,5.8,97.2,1.0,99.8,2.0,102.2,-2.0,-1.0,24,-3.0
CCCCc1c(C)c(C#N)c2nc3ccccc3n2c1Nc1c(C)n(C)n(-c2ccccc2)c1=O,1.3,4.2,102.3,-2.0,100.8,-2.0,106.5,-2.0,-2.0,9,0.0
COCC(C)NC(=O)c1ccccc1[N+](=O)[O-] (configuration not stated),.,0.7,102.2,-3.0,100.9,0.0,101.3,-4.0,-1.0,12,-2.0
CCn1c(=NC(=O)CSC(C)=O)sc2ccccc21,.,.,104.2,0.0,103.2,-9.0,103.7,2.0,-3.0,17,-4.0
CC(C)CNS(=O)(=O)c1ccc(CC(C)C)cc1,0.2,-0.7,101.0,-3.0,104.3,-6.0,104.3,-3.0,0.0,14,-8.0
Cc1c(C(=O)NCCCN2CCCC2=O)oc2ccccc12,0.4,2.0,103.8,-1.0,102.6,-4.0,102.4,-2.0,0.0,14,-4.0
CCCCCCCCCCS(=O)(=O)N/N=C/c1ccc([N+](=O)[O-])cc1,-0.1,-0.1,97.7,-1.0,101.5,-2.0,99.3,0.0,-5.0,11,-3.0
O=S(=O)(Nc1nc(CN2CCOCC2)nc2sc3c(c12)CCCC3)c1cc(F)ccc1F,0.0,0.7,103.8,0.0,103.4,1.0,105.0,-3.0,0.0,15,0.0
Cn1nnc(NC(=O)C(c2ccccc2)c2ccccc2)n1,0.5,2.6,107.6,4.0,104.3,-12.0,106.3,2.0,-6.0,45,-8.0
CCOc1ccc(C(=O)C2CCN(CC(=O)Nc3ccccc3N3CCOCC3)CC2)cc1,1.2,3.2,97.5,1.0,100.5,0.0,98.5,-1.0,1.0,17,0.0
Cc1cc(Oc2ccc(=O)n(C)n2)nc(Oc2ccc(=O)[nH]n2)n1,0.1,0.4,99.4,-4.0,99.2,-6.0,96.4,0.0,0.0,7,0.0
Cn1ccnc1SCC(=O)Nc1cc(C(F)(F)F)ccc1N1CCOCC1,0.3,1.9,96.4,-2.0,97.3,-5.0,103.1,-5.0,0.0,5,-6.0
CC(C)CNC(=O)Cn1nc(C(F)(F)F)c2c1CCCC2,2.5,9.7,98.1,0.0,100.3,-4.0,98.2,5.0,0.0,11,0.0
Cc1ccc(S(=O)(=O)NC(N)=NCCc2ccccc2)cc1C,0.2,4.1,100.8,-9.0,95.7,-15.0,89.3,-7.0,-10.0,11,-9.0
N/C(=N\N=C/c1ccc(Br)cc1)N/N=C\c1ccc(Br)cc1,-0.5,0.9,97.1,0.0,93.3,0.0,97.3,-3.0,6.0,9,9.0
O=C(O)CCSCCCN1C(=O)c2cccc3cccc(c23)C1=O,-0.2,10.6,99.8,0.0,99.0,0.0,99.6,-1.0,-3.0,70,-1.0
COc1ccc(C(=O)CC(=O)C(=O)Nc2cc(Cl)c(OC)cc2OC)cc1,-0.8,-3.0,?,-3.0,100.0,2.0,98.4,-5.0,1.0,18,2.0
Oc1ccc(/C=N/Nc2nccnc2Cl)c(O)c1,-0.5,-0.8,87.5,4.0,95.3,0.0,88.8,6.0,4.0,11,8.0
CN(C)S(=O)(=O)N1CCCC(C(=O)c2ccc(-c3ccccc3)cc2)C1 (configuration not stated),1.0,5.7,117.5,-1.0,113.5,-2.0,110.8,3.0,-1.0,23,-2.0
CCCCn1c(C)cc2cc(O)ccc21,0.5,0.7,98.0,-1.0,92.5,0.0,95.8,-4.0,1.0,65,-1.0
c1csc(-c2ccc3ccccc3n2)c1,0.4,2.5,105.1,-1.0,101.3,1.0,103.5,-2.0,1.0,16,0.0
Cc1ccc(C)c(NC(=O)c2cc(-c3cccnc3)nc3ccccc23)c1,1.4,1.6,?,-1.0,102.7,-1.0,99.5,0.0,0.0,12,0.0
CCOC(=O)C1(Cc2cccc(OC)c2)CCN(CC2CC=CCC2)CC1 (configuration not stated),0.5,0.7,99.2,0.0,100.8,-5.0,100.8,1.0,-4.0,24,-2.0
COc1cc2[nH]c(=O)n(CCC(=O)N3CCN(c4cc(Cl)ccc4C)CC3)c(=O)c2cc1OC,0.6,5.3,96.8,1.0,99.2,-1.0,98.0,0.0,-4.0,21,0.0
CC(C)c1ccc(NC(=O)C2CCN(S(C)(=O)=O)CC2)cc1,0.0,0.7,102.2,-1.0,101.8,-4.0,101.8,0.0,-5.0,14,-3.0
Cc1ccc(/C=N\NC(=O)Cn2c(C)nc3ccccc32)o1,0.8,12.4,97.7,-7.0,100.2,-1.0,100.8,-3.0,0.0,31,-6.0
O=C(Nc1nc(-c2ccccc2)cs1)c1cccs1,-0.2,13.9,86.2,-11.0,107.6,-16.0,85.7,-2.0,-13.0,32,-8.0
